# PLK1 PBD inh = inhibitors of human PLK1 polo-box domain binding; P53350; Plk1 PBD binding of FITC phosphopeptide, fluorescence polarization; Potency, µM, without a hit: max response, negative = inhibition, most hits filed as inhibitors; 2.8% of 360,000 active; AID 720504; also: potency is read from the fitted curve at half-maximal effect; series mostly up to about 57 µM; % is scaled to controls: 0 for no effect and ±100 for the full control effect; nearly all actives have a fitted effect of over 65% in size
# CCT modulator = cytosolic chaperonin activity modulation. purified chaperonin ATPase assay, HTRF ADP detection, 30 min. activity change, % (no concentration beside the values), hits read low. 0.3% of 360,000 active; in the data active = activity change below about -30%; also: % is scaled to controls: 0 for no effect and ±100 for the full control effect
#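 TRiC (40 or 20 nM final, by batch activity) in 30 mM Tris pH 7.4, 100 mM KCl, 5 mM MgCl2, 1 mM DTT was treated with compound at 76 uM single dose, then 10 uM ATP, 30 min at 37 °C. ADP was read by HTRF Transcreener.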
# EPAC1 agonist = EPAC1 (human) agonism; O95398; EPAC1 agonist qHTS, biochemical assay; response scale: 100% = response to 6.5 mM cAMP; Potency, µM (highest dose often 154 µM), for the others: top-dose activation, usual class: activators; 0.073% of 360,000 active; AID 720707; also: potency is read from the fitted curve at half-maximal effect; nearly all actives have a fitted effect of over 60% in size
# Target sequence (O95398 whole entry, looked up): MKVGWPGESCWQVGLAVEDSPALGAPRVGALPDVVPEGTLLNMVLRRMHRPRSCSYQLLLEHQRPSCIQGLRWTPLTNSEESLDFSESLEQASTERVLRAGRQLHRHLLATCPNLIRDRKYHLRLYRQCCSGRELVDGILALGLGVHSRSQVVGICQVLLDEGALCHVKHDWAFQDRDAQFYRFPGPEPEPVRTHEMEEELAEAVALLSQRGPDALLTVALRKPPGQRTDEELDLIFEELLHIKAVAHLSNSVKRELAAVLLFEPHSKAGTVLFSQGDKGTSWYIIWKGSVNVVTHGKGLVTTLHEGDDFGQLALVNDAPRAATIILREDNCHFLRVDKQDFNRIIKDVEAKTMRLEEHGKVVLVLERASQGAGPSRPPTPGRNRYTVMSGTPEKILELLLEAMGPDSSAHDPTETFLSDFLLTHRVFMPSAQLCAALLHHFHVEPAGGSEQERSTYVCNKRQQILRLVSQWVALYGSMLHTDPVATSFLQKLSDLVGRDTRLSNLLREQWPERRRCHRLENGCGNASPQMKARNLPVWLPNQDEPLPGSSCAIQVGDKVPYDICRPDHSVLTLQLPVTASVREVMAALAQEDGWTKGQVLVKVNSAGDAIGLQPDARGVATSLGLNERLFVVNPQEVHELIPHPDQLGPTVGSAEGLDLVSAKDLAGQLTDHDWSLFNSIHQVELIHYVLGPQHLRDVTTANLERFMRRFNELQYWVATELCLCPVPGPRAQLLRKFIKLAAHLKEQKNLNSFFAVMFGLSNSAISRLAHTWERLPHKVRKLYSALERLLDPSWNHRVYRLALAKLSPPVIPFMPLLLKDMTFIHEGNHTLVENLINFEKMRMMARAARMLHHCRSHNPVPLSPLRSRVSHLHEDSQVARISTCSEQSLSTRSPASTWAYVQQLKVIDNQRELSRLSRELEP
#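 Normalized to 6.5 mM cAMP, activity reflects EPAC1-catalysed release of BODIPY-GDP from Rap1B, followed kinetically over 30 min at 480 nm excitation, 540 nm emission. Reaction contained 100 nM EPAC1, 250 nM Rap1B-BODIPY-GDP, 50 uM GDP.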
# EPAC2 antag = antagonists of human EPAC2. Q8WZA2. EPAC2 GEF exchange of Rap1B-BODIPY-GDP, fluorescence. Potency, µM (series often up to 114 µM), without a hit: at the top dose activity, negative = inhibition, actives largely listed as inhibitors. 0.18% of 360,000 active; also: potency is read from the fitted curve at half-maximal effect; % is scaled to controls: 0 for no effect and ±100 for the full control effect; nearly all actives have a fitted effect of over 45% in size; many of its hits are not listed in these tables
# Mm-Cpn inhibitor = inhibitors of Methanococcus maripaludis chaperonin (MmCpn); AID 504842; 0.031% of 330,000 active; Potency, µM (titrated, usually from 76.9 µM), for inactives: top-dose activity, negative = inhibition, usual class: inhibitors; purified Mm-Cpn ATPase, ADP Transcreener TR-FRET; also: potency is read from the fitted curve at half-maximal effect; % is scaled to controls: 0 for no effect and ±100 for the full control effect; nearly all actives have a fitted effect of over 80% in size
#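 Purified archaeal chaperonin (25 nM final) was preincubated with compound for 10 min at 37°C, then ATP (10 uM final) was added for 30 min at 37°C in Tris pH 7.4/KCl/MgCl2/DTT buffer. ADP was quantified by HTRF Transcreener TR-FRET.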
# PI5P4K alpha inh = inhibitors of human PI5P4K alpha; P48426; PI5P4Kalpha enzyme, ADP-Glo luminescence, 60 min; hits give low values; max response, %; 1.2% of 330,000 active; AID 652105; active = max response of -50% or lower; inconclusive = between -30% and -50%; inactive = -30% or higher; also: value at the top dose of about 77 µM; % is scaled to controls: 0 for no effect and ±100 for the full control effect
#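 Human PI5P4Kalpha with substrate in 0.038 M HEPES pH 7.4, 0.28 mM EGTA, 0.1% CHAPS, 5% DMSO; reaction started with 5 microM ATP (final), 60 min at room temperature. ADP formed read by ADP-Glo luminescence.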
# EPAC1 antag = blocks human EPAC1 exchange factor; O95398; EPAC1 GEF assay, Rap1b-BODIPY-GDP exchange fluorescence; Potency, µM (titrated, usually from 115 µM), for the others: at the top dose activity change, negative = inhibition, usual class: inhibitors; 0.14% of 360,000 active;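 also: potency is read from the fitted curve at half-maximal effect; plate controls were vehicle for no effect and positive control for full effect; nearly all actives have a fitted effect of over 50% in size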
# WRN inhibitor = inhibitors of human WRN helicase; Q14191; WRN helicase unwinding, fluorescent forked duplex, kinetic; Potency, µM (doses to about 114 µM), for inactives: at the highest dose activity change, negative = inhibition, actives largely listed as inhibitors; 0.46% of 360,000 active; also: potency is read from the fitted curve at half-maximal effect; % is scaled to controls: 0 for no effect and ±100 for the full control effect; nearly all actives have a fitted effect of over 55% in size
#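 WRN at 20 nM final was preincubated with compound for 15 min at room temperature; reaction started with 100 nM forked duplex oligonucleotide carrying fluorophore and quencher plus 2 mM ATP (final). Unwinding followed kinetically by red fluorescence (ex 525/em 598 nm).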
# The depositor's hits bear a star; ? = inconclusive; . = no result given; & = joins results of further samples; [ ] = another dose, or the depositor's remark. Unless noted, calls follow the shape of the dose curve; as a rule, active = well fitted curve in the direction sought with a large enough effect; inconclusive = small, poorly fitted or top-dose-only effect, or another doubt; inactive = no such curve, though single readings can be large; an effect the other way counts as inactive or inconclusive. These rows are one share of the data, so the mix of outcomes need not match the whole.
SMILES,PLK1 PBD inh,CCT modulator,EPAC1 agonist,EPAC2 antag,Mm-Cpn inhibitor,PI5P4K alpha inh,EPAC1 antag,WRN inhibitor
CCOC(=O)Cc1csc(NC(=O)c2ccc(Br)o2)n1,-3.5%,-1.0,0.5%,7.8%,-1.7%,0.3,-10.4%,-4.6%
OCCN1CCN(CC(O)COCCOc2ccc(Br)cc2)CC1 (stereo not drawn),10.6µM*,1.9,7.6%,11.4%,-1.7%,-21.9,-0.1%,-22.1%
COc1ccc(NC(=O)Nc2cccc3cccnc23)cc1,-4.0%,-3.8,18.6%,-2.6%,0.8%,.,3.1%,-20.8%
Cc1cc(C)c(C(=O)CSC2=NC(N)=C(C#N)C3(CCCCC3)C2C(N)=O)cc1C (stereo not drawn),-6.0%,-3.8,5.9%,-8.0%,1.1%,.,-5.1%,4.1%
CCOC(=O)[C@H]1[C@H]2COc3ccccc3[C@@H]2N2C(=O)CN(CC3CCCO3)C(=O)[C@@]12C (stereo partly drawn),-7.1%,-0.9,-7.2%,4.6%,-1.5%,-0.5,3.6%,1.1%
CCN(CC)CCN1C(=O)C(=O)/C(=C(/O)c2ccncc2)C1c1ccccc1F (stereo not drawn),-3.1%,-0.9,3.6%,-0.4%,-0.7%,6.6,7.6%,-3.3%
CC1CCN(CCCN2C(=O)C3C(C(=O)Nc4cccc(Cl)c4)C4C=CC3(O4)C2C(=O)NC2CCCCC2)CC1 (stereo not drawn),-3.7%,-0.3,1.8%,-4.2%,-1.3%,6.2,14.0%,2.4%
Cc1cc(CNC(=O)C2(C(F)(F)F)CC(CCCO)CCCO2)nn1C (stereo not drawn),-4.4%,-2.5,-6.2%,-9.8%,.,5.5,-3.1%,9.5%
COc1ccc(N(CC(=O)NCc2ccc(F)cc2)C(=O)CCC(=O)Nc2nccs2)cc1,-0.2%,0.6,-1.6%,1.1%,0.6%,7.3,1.0%,-20.5%
Cc1c(NC(=O)CSc2nnc(C(C)N(C)C)n2-c2ccccc2)c(=O)n(-c2ccccc2)n1C (stereo not drawn),-4.4%,0.7,3.9%,2.2%,.,-2.8,-7.5%,-3.0%
CSCC[C@H](NC(=O)COc1ccc(Cl)cc1Cl)c1nc2ccccc2[nH]1,2.9%,2.7,-15.5%,-3.2%,2.1%,4.1,15.6%,6.5%
NC(=O)c1c(NC(=O)CN2C(=O)CCC2=O)sc2c1CCCCC2,?,-2.3,-15.9%,-3.5%,-0.3%,-11.3,-3.8%,-6.5%
O=C(CCc1nnc(CCCCc2ccccc2)o1)NC(c1cccnc1)C(F)(F)F (stereo not drawn),0.1%,1.2,8.3%,-4.8%,5.0%,-0.8,-1.3%,-3.4%
O=C(COC(=O)C1CCN(S(=O)(=O)c2cccs2)CC1)Nc1ccc(F)cc1Cl,0.0%,2.9,-2.5%,-1.5%,-4.1%,1.0,-14.1%,-8.9%
CC(=O)Cc1nsc(NC(=O)c2ccc(-c3cccc(Cl)c3)o2)n1,-0.5%,0.7,-4.9%,-15.9%,0.4%,3.4,16.5%,-3.0%
CC(=O)N1CCc2cc(S(=O)(=O)NCC(=O)NCc3ccccc3Cl)ccc21,-13.5%,-2.0,2.0%,4.6%,-0.9%,3.1,5.1%,4.0%
Cc1nn(Cc2ccccc2)c(N)c1C#N,-12.3%,-5.1,9.2%,-0.8%,-0.8%,-3.0,-1.8%,13.1%
COc1ccc(CCNC(=O)COC(=O)/C=C/c2ccc(OCC#N)c(OC)c2)cc1OC,4.6%,2.1,5.7%,8.5%,0.3%,-3.1,-9.3%,-8.8%
CCC(=O)N1N=C(c2ccc(C)o2)CC1c1ccc(OC)cc1 (stereo not drawn),-0.1%,-1.5,-7.9%,-20.1%,-6.3%,6.5,-7.1%,-4.6%
COc1cccc(Nc2ncnc3c2cnn3C)c1,-0.3%,1.2,6.4%,2.1%,0.3%,.,6.1%,-14.6%
O=C(O)CCCn1nc(C(F)(F)F)c2c1CCCCC2,-1.5%,0.8,2.6%,-2.7%,-1.1%,0.3,-0.3%,-10.3%
Cn1cccc1C(=O)NNC(=O)c1ccccc1Br,3.0%,0.1,8.6%,0.2%,0.7%,2.7,9.0%,-20.9%
COc1ccc(OC)c(C2N(c3ccccn3)C(=O)C3CCCN32)c1 (stereo not drawn),-3.6%,1.0,0.0%,5.1%,-0.9%,0.1,-6.4%,3.8%
O=C(Nc1ccc(Nc2ccncc2)cc1)c1ccc(Nc2ccnc3ccc([N+](=O)[O-])cc23)cc1,-0.4%,-0.7,13.9%,?,5.1%,?,-29.6%,-3.4%
CN=Cc1cc(-c2ccccc2)sc1O,-8.2%,2.4,6.7%,14.7%,-6.0%,.,3.0%,-3.2%
Nc1ccc(-c2ccc(N)c(C(=O)O)c2)cc1C(=O)O,-15.5%,-2.0,2.3%,9.1%,-8.7%,-13.3,-1.1%,1.7%
CCOC(=O)N1CCc2cc(OC)c(OC)c3c2c1cc1cc(OC)c(OC)cc13,1.4%,1.5,13.6%,-13.5%,.,13.8,-4.4%,-9.3%
CC(Sc1nnnn1C1CCCC1)C(=O)Nc1cccc(S(=O)(=O)N2CCOCC2)c1 (stereo not drawn),-6.7%,1.5,2.4%,-5.1%,-0.2%,7.2,-13.7%,-11.9%
COc1ccc(S(=O)(=O)NCC(=O)N(CC(=O)NCC2CCCO2)c2cc(C)ccc2C)cc1 (stereo not drawn),-1.9%,-1.2,-8.4%,14.6%,-11.6%,1.2,22.6%,3.2%
CCn1c(SCC(=O)c2ccc(OC)cc2)nnc1C1CC1,-15.8%,1.6,2.9%,1.0%,0.4%,-15.5,3.7%,-10.1%
COc1ccc(OC)c(NC(=O)CN(C)S(=O)(=O)c2ccc3nc(C)sc3c2)c1,-2.2%,-1.5,-0.2%,0.5%,1.8%,-1.8,1.3%,7.1%
O=C(CC1C(=O)NCCN1C(=O)Nc1ccc(F)cc1F)Nc1cc(Cl)ccc1Cl (stereo not drawn),0.2%,-2.1,1.8%,-7.4%,?,27.4,-1.3%,-27.0%
N/C(=N\OC(=O)N1CCOCC1)c1ccc(Cl)cc1,-19.8%,-1.6,-4.5%,3.6%,2.0%,4.0,-12.8%,-16.6%
Cc1nc(C(=O)Nc2ccccc2)sc1C1(C)CC(c2cccnc2)=NO1 (stereo not drawn),2.6%,-2.4,1.8%,-15.0%,1.3%,-3.3,0.0%,2.7%
Cc1oc2cc3oc(=O)c(CC(=O)N[C@H](C(=O)N[C@@H](C(=O)O)c4ccccc4)C(C)C)c(C)c3cc2c1C,-5.9%,1.7,-5.4%,-8.8%,-11.2%,0.3,-7.3%,-15.2%
O=C(COc1ccccc1Br)Nc1ccc2c(c1)OCCCO2,-5.2%,-2.0,16.7%,-8.0%,1.3%,-2.7,-8.5%,-7.1%[57.1 µM]
O=C(C1CCCN(S(=O)(=O)Cc2ccccc2)C1)N1CCc2ccccc21 (stereo not drawn),1.4%,-3.1,8.2%,2.1%,-0.3%,10.3,3.8%,-4.3%
CCc1nc2ccc(C(=O)Nc3cc(-c4ccccc4)ccc3OC)cn2c1N(C)C(=O)c1cccc(OC)c1,8.2%,1.8,13.0%,-12.4%,.,22.8,-19.0%,-11.2%
Cc1noc(C(=O)N2CC3(C)CC2CC(C)(C)C3)c1Cl (stereo not drawn),-5.7%,-0.2,-13.8%,-5.5%,2.0%,2.2,-6.3%,6.4%
COc1ccc(Cl)cc1S(=O)(=O)N1CCCC1,-1.6%,1.8,-5.7%,7.0%,-0.1%,.,9.8%,-2.9%
CC(Oc1ccc(C(C)(C)C)cc1)C(=O)NCC(c1ccco1)N1CCCC1 (stereo not drawn),-3.8%,-0.2,-4.7%,-12.8%,-2.5%,2.1,-13.5%,4.6%
O=C(NCc1ccc(F)cc1Cl)C1CC(=O)N(C2CCCCCCC2)C1 (stereo not drawn),-4.2%,-4.5,-7.4%,1.0%,0.0%,5.5,-8.8%,2.0%
OCCNc1nc2ccccc2n1-c1ccccc1,-1.2%,-0.1,3.6%,2.8%,0.9%,.,1.9%,-5.3%
Clc1ccc(N2CCCCCC2)nn1,-4.0%,0.3,-1.3%,6.6%,-0.8%,4.0,0.8%,3.2%
COc1ccc(/C=C/C2=NN(Cc3ccccc3)C(=O)CC2)cc1,-13.2%,-0.6,12.1%,-5.8%,1.3%,9.5,-20.6%,-7.9%
NC(=O)CSc1nnc(-c2cccs2)n1Cc1ccco1,-2.0%,3.1,12.2%,-2.6%,2.2%,-0.8,9.0%,-0.4%
COc1cccc(C(=O)NNC(=O)c2sccc2-n2cccc2)c1,-5.1%,-2.1,10.0%,-2.4%,-0.9%,10.7,3.0%,-0.9%
OCCN(CCO)CC(O)COc1ccc(Br)cc1 (stereo not drawn),5.6%&-12.4%,-1.0&-3.4,-2.6%&-6.1%,1.5%&3.1%,5.5%&1.7%,4.6&-8.1,7.4%&-5.8%,0.2%&15.8%

# A run of entries taken from the entries so far:
SMILES,PLK1 PBD inh,CCT modulator,EPAC1 agonist,EPAC2 antag,Mm-Cpn inhibitor,PI5P4K alpha inh,EPAC1 antag,WRN inhibitor
COc1cccc(C(=O)NNC(=O)c2sccc2-n2cccc2)c1,-5.1%,-2.1,10.0%,-2.4%,-0.9%,10.7,3.0%,-0.9%
OCCN(CCO)CC(O)COc1ccc(Br)cc1 (stereo not drawn),5.6%&-12.4%,-1.0&-3.4,-2.6%&-6.1%,1.5%&3.1%,5.5%&1.7%,4.6&-8.1,7.4%&-5.8%,0.2%&15.8%

# Next results follow:
SMILES,PLK1 PBD inh,CCT modulator,EPAC1 agonist,EPAC2 antag,Mm-Cpn inhibitor,PI5P4K alpha inh,EPAC1 antag,WRN inhibitor
CCOc1ccc2nc(SCC(=O)Nc3ccc4c(c3)OCO4)sc2c1,-14.0%,-2.3,-13.6%,-10.7%,-0.5%,1.4,-16.9%,-0.1%
Cc1cc(NC(=O)CCC(=O)N(C2CC2)C2(C(=O)NC3CCCC3)CCC(C)CC2)no1 (stereo not drawn),-14.3%,0.4,-10.3%,-7.0%,1.0%,9.3,0.2%,6.7%[57.1 µM]
COc1cccc2cc(C(=O)N(C)C3CCN(C)CC3)c(=O)oc12,-6.9%,-3.1,1.8%,-4.7%,-2.4%,-3.2,8.4%,-6.0%
CC(=O)N1CCc2cc(S(=O)(=O)N3CCCCCC3)ccc21,-3.2%,1.1,-11.3%,4.5%,-0.2%,-1.0,10.0%,9.2%
Cc1ccc(C)c(OCCC(=O)OCC(=O)NCc2ccccc2)c1,-16.9%,-1.3,1.2%,1.3%,1.5%,9.6,-13.9%,-3.8%
CCC(=O)NCc1c(Cl)cccc1-n1cccc1,-0.7%,1.9,0.7%,5.0%,-0.1%,.,-1.0%,9.3%
